Assay outcomes deposited in PubChem BioAssay by The Scripps Research Institute Molecular Screening Center.
SIAE primary: human SIAE inhibition, primary screen; Q9HAT2; inhibition, % at 9.66 µM; hit rate 0.69% among 370,000; SIAE FP-Rh probe binding, fluorescence polarization;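 active = inhibition above a cutoff: mean of compounds within the control limits plus 3 SD of those, cut at about 17% in these data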;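 also: 0% = plate median of compound wells and 100% = probe without SIAE protein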
Target sequence (Q9HAT2 whole entry, looked up): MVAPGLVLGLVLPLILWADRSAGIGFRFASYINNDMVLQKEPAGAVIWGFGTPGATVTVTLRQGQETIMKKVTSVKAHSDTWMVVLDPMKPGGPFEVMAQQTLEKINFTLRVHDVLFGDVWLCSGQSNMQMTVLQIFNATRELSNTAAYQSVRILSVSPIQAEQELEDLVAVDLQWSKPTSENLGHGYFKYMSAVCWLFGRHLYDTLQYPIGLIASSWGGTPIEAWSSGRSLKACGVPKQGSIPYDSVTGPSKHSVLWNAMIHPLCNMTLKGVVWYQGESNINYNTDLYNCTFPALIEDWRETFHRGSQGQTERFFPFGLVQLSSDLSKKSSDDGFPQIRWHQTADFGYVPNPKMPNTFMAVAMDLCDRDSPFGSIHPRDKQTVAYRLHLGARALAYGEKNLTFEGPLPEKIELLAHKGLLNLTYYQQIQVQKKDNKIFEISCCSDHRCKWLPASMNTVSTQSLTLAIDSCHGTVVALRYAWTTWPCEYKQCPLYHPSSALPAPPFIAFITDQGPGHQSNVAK
DDE Tn6 FP inh: disrupts Tn6 cyclic peptide binding to fibrin D-Dimer-E complex; P02675; Fibrin DD(E) TRITC-Tn6 fluorescence polarization displacement; inhibition, % at 8.3 µM; hit rate 0.21% among 370,000;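 active = inhibition above a per-campaign cutoff: mean of compounds within control limits plus 3 SD, cut at about 15% in these data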;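 also: 0% = median of all compound wells on the plate and 100% = blocking peptide control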
TDP2 inh: TDP2 (human) inhibition, absorbance primary screen. hit rate 0.34% among 370,000. recombinant TDP2, T5PNP hydrolysis, p-nitrophenol absorbance 415 nm. inhibition, % at 12.8 µM. O95551;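 active = inhibition above the mean of all tested compounds plus 3 SD, set per campaign, cut at about 25% in these data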;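 also: 0% = DMSO with enzyme and 100% = buffer with substrate but no TDP2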
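Read-out basis: percent inhibition. System: recombinant human TDP2. Buffer or medium: Mg2+-containing Tris-HCl buffer, pH 7.5. Repeats: single replicate. Timing: reaction 2 h, 37 °C. Benchmarks: high control without enzyme, low control DMSO plus TDP2. Probe or stimulus: 5 mM T5PNP. Doses: 12.8 µM only. Measured by: epi absorbance of p-nitrophenol freed from T5PNP by hydrolysis.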
MBD2 DNA inh: MBD2-methylated oligo binding inhibition. Q9UBB5. TR-FRET, MBD2 binding to methylated oligonucleotide. inhibition, % at 4.4 µM. hit rate 0.31% among 370,000; in the data active = inhibition above about 13%
LEDGF integ inh: blocks HIV-1 LEDGF/p75-dependent DNA integration; TR-FRET IN-LEDGF/p75 DNA integration, Eu/Cy5; inhibition, % at 3.7 µM; AID 743269; hit rate 0.64% among 370,000;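 active = inhibition above the screen-wide mean plus 3 SD, cut at about 13% in these data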;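 also: signal is the Cy5 over europium emission ratio at 671 and 618 nm; 0% = plate median of compound wells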
PRMT1 inh: PRMT1 (human) inhibition, primary screen. Q99873. AID 652257. hit rate 1.3% among 370,000. recombinant PRMT1, activity-based probe fluorescence polarization. inhibition, % at 2.79 µM;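 active = inhibition above about 21% made by adding two undisclosed values, limit read from the data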
KLK7 zymogen act: activates the human kallikrein-7 zymogen; activation, % at 7 µM; hit rate 0.9% among 370,000; purified proKLK7, EDANS-DABCYL substrate fluorescence; 100% is mature enzyme control, 0% vehicle; P49862;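 active = activation above the mean of all tested compounds plus 3 SD, computed per campaign excluding outliers beyond control limits, cut at about 13% in these data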
Target sequence (P49862 whole entry, looked up): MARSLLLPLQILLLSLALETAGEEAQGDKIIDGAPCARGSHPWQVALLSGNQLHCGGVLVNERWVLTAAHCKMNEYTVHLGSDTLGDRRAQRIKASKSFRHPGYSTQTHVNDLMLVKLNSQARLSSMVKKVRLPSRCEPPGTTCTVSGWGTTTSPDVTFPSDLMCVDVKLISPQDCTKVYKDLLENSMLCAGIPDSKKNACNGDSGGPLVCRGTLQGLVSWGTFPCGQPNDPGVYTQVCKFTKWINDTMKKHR
UHRF1 MBD2 ctr: blocks human UHRF1 binding to methylated DNA; Q96T88; UHRF1 binding to methylated oligo, TR-FRET; inhibition, % at 4.4 µM; hit rate 0.75% among 370,000; in the data active = inhibition above about 21%;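 also: UHRF1 SRA domain binding a hemimethylated CpG hairpin DNA probe; 0% = median of test compound wells and 100% = reference inhibitor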
Tn7 DDE FP: inhibitors of Tn7 peptide binding to human fibrin DD(E). AID 720508. FP displacement of FITC-Tn7 peptide from fibrin DD(E); 0% = median of compound wells per plate. inhibition, % at 8.3 µM. P02675. hit rate 0.13% among 370,000;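 active = inhibition above the mean of compounds falling within the control limits plus 3 SD of them, cut at about 14% in these data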;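 also: 0% = plate median of compound wells and 100% = 10 µM Aha-Tn7 peptide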
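Assay system: human fibrin DD(E). Input: DD(E) 2 µM final. Medium: Tris buffer with calcium and detergent, pH 7.8. Compound dosing: single point at 8.3 µM. Timing: 10 min plus 3 h, room temperature. Technique: fluorescence polarization of the labelled Tn7 tracer. Read-out: percent inhibition. Replicates: singlicate testing.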
TCR-CD3 inh: human TCR-CD3 binding inhibition; inhibition, % at 9.4 µM; TAMRA-labeled TCR probe fluorescence, biochemical; hit rate 0.37% among 360,000; AID 651800; in the data active = inhibition above about 19%;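 also: recombinant mutant TCR 2C K166C tagged with TAMRA read by polarization; 0% = receptor in buffer alone and 100% = receptor with positive control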
* marks the source's active call; other numbers are inactive results.

SMILES | SIAE primary | DDE Tn6 FP inh | TDP2 inh | MBD2 DNA inh | LEDGF integ inh | PRMT1 inh | KLK7 zymogen act | UHRF1 MBD2 ctr | Tn7 DDE FP | TCR-CD3 inh
COc1ccc(C(C)=O)cc1CN1C(=O)C(C)N(c2ccc(C)cc2)C1=O (centres undefined) | 2 | 0 | 11 | 0 | 2 | -1 | 0.0 | -3 | -9 | -10
Cc1cnc(NC(=O)c2cc3c(C)nn(-c4ccccc4)c3s2)s1 | -26 | -1 | 11 | 1 | 0 | -2 | -0.9 | -4 | 3 | 0
CC1C(=O)Nc2ccccc2N1C(=O)c1cccc(C(F)(F)F)c1 (centres undefined) | -1 | 2 | -17 | -6 | 6 | -7 | 0.0 | -1 | 0 | -1
Cc1ccc(C(=O)N2CCN(c3ccc(NC(=O)c4ccc(Br)o4)cc3)CC2)cc1 | -2 | 0 | 3 | -7 | -3 | -3 | 0.5 | -2 | 3 | 7
COc1ccc(CCNC(=O)Nc2ccc3c(c2)OCO3)cc1OC | 1 | -3 | 0 | 4 | 4 | -5 | 0.6 | 4 | -5 | -4
Cc1onc(-c2ccc(Cl)cc2)c1-c1ccnc(SCC(=O)Nc2ccc(C(C)C)cc2)n1 | -28 | 6 | 7 | -1 | -4 | 8 | 0.2 | 0 | -4 | -7
Cc1ccsc1/C=C1/NC(=O)N(Cc2ccc(F)cc2)C1=O | 3 | -15 | -6 | -3 | 5 | 0 | -0.6 | -2 | -8 | 5
Cc1ccccc1C(=O)Nc1nnc(-c2ccco2)o1 | 3 | -1 | -4 | -5 | 4 | 1 | 0.6 | -2 | -8 | 4
O=C(COc1ccc2c3c(c(=O)oc2c1)CCCC3)NCC(O)c1ccccc1 (centres undefined) | 7 | 0 | 15 | 0 | -2 | -1 | -0.2 | -1 | -1 | 7
O=C(NCc1ccccc1)/C(=C/c1ccccc1)NC(=O)c1ccco1 | 5 | 4 | 0 | -3 | -3 | 0 | 0.0 | 0 | -3 | 3
C=CC#CC1(O)CC(C)N(C)CC1C (centres undefined) | -4 | -5 | -4 | 3 | -4 | 2 | -0.2 | 2 | -3 | -8
COc1cc(CNC(=O)Nc2nc(C(N)c3ccccc3)cs2)cc(OC)c1OC (centres undefined) | 1 | -4 | 1 | -1 | -3 | 3 | -0.3 | 5 | 4 | -8
COc1cccc(CNC(=O)[C@H]2CCCN2C(=O)[C@H]2CCCN2C(=O)N2CCCCC2)c1 | 6 | 6 | 14 | -2 | -2 | 2 | 0.0 | -1 | 6 | 1
Fc1ccc(C2NCCn3cccc32)cc1 (centres undefined) | 4 | 2 | -2 | 3 | -3 | 2 | 0.8 | 1 | 6 | -9
Cc1oc2c(CN3CCOCC3)c(O)ccc2c(=O)c1-c1ccc(Cl)cc1 | 5 | 3 | 2 | -7 | 1 | -2 | 49* | 0 | 0 | -8
Cc1ccc(/C(N)=N/OC(=O)c2ccc(Cl)cc2Cl)cc1 | 0 | 0 | -16 | -5 | 4 | -3 | -0.2 | -3 | 6 | 0
CCN(C(=O)COC(=O)CSc1ccc(F)cc1)c1c(N)n(Cc2ccccc2)c(=O)[nH]c1=O | 1 | 6 | -6 | 3 | 0 | -1 | 0.1 | -2 | -5 | 3
CC(C)(C)SC(C(=O)N1CCOCC1)c1ccc(Br)cc1 (centres undefined) | 0 | -2 | 3 | 1 | 1 | 1 | 0.0 | 3 | -5 | 8
CCn1c(CN(C)c2ccccc2)nc2ccccc21 | 3 | 2 | -2 | -1 | 2 | -5 | 0.7 | 0 | -4 | 1
COc1ccc(NC(=O)NC23CC4(C)CC(C)(CC(C)(C4)C2)C3)cc1OC | 9 | -6 | -11 | -4 | -1 | 5 | 0.5 | 4 | -5 | -4
CCN(CC)S(=O)(=O)c1cc(NS(=O)(=O)c2ccccc2)ccc1C | -3 | -7 | -16 | -2 | 2 | -5 | -0.1 | 2 | -3 | -2
C/C(CC(C)C)=N\NS(=O)(=O)c1ccc(C)c([N+](=O)[O-])c1 | 3 | 5 | -2 | -5 | 0 | 2 | -0.4 | 1 | -1 | 3
CC1(c2nnc(-c3ccc(F)cc3)o2)CC(c2cccc(Cl)c2)=NO1 (centres undefined) | -2 | -1 | -1 | -4 | 1 | -2 | 0.3 | -4 | 2 | 2
O=C(Nc1ccccc1)/C(=C\c1ccncc1)NC(=O)c1ccccc1 | 3 | 8 | 9 | -1 | 1 | -1 | 0.0 | -1 | -2 | 5
COc1cccc(CCN2CCC(CNS(=O)(=O)c3cc(-c4cc(C)no4)ccc3OC)CC2)c1 | 0 | -1 | -5 | -6 | 3 | -7 | 0.4 | 0 | 1 | 4
SMILES | SIAE primary | DDE Tn6 FP inh | TDP2 inh | MBD2 DNA inh | LEDGF integ inh | PRMT1 inh | KLK7 zymogen act | UHRF1 MBD2 ctr | Tn7 DDE FP | TCR-CD3 inh
COc1ccc(Cl)cc1NC(=O)NC(C)C(C)(C)C (centres undefined) | -6 | -13 | -10 | 3 | 3 | 2 | 0.6 | 3 | -5 | 3
C=C[C@@H]1c2ccccc2N(S(=O)(=O)c2ccc(C)cc2)[C@H](c2ccc(C(F)(F)F)cc2)C1(C#N)C#N | 2 | 11 | -11 | -4 | -2 | 0 | -0.5 | -2 | -1 | 6
CC(=O)N1CCc2cc(S(=O)(=O)CCC(=O)NCc3ccco3)ccc21 | 5 | -6 | -14 | 2 | 0 | 3 | -0.2 | 21 | 0 | -7
COc1ccc(S(=O)(=O)NCc2cccnc2)cc1C(=O)Nc1ccccc1 | 2 | -4 | 9 | 0 | 2 | -1 | -0.4 | -3 | -3 | -1
CCN=C1SC(CC(=O)Nc2ccc3c(c2)OCO3)C(=O)N1CC (centres undefined) | 1 | 7 | -10 | -7 | -3 | 5 | -0.5 | -2 | -1 | 2
CCOC(=O)C1CCN(C(=O)c2ccc3c(=O)n4nc(Nc5ccccc5)sc4nc3c2)CC1 | -1 | 4 | 9 | -2 | 3 | -1 | 0.1 | 0 | -9 | 4
CCOc1ccc(/C=N/n2cnnc2)cc1 | 2 | 1 | 4 | -6 | 2 | -3 | 0.0 | -2 | 1 | 9
C=CCC1NS(=O)(=O)OC2CCCCC12 (centres undefined) | 3 | -3 | 4 | 6 | -1 | -2 | 0.2 | 1 | -5 | -2
COc1ccc(-c2c(C)oc3c(CN4CCN(CCO)CC4)c(O)ccc3c2=O)cc1OC | -1 | -8 | 2 | -5 | -1 | -4 | 11 | 1 | -2 | 6
O=S(=O)(N=S(N1CCCCC1)N1CCCCC1)c1ccccc1 | -6 | -6 | 8 | 6 | -2 | -3 | 0.2 | -2 | 1 | 6
O=C(COC(=O)c1ccc(F)cc1F)NCc1ccc2c(c1)OCO2 | 0 | 2 | 6 | 1 | 3 | 1 | 0.8 | 16 | -2 | 0
CC(C)C[C@H]1CN(CCCC[C@H]2CNC(=O)C(=O)N2Cc2ccccc2)C(=O)C(=O)N1CC1CCCCC1 | 1 | 7 | -3 | 5 | -1 | -1 | 0.1 | 1 | 8 | 2
Cc1ccc2[nH]c(CNC(=O)c3ccc(F)cc3)cc2c1 | -3 | 0 | -17 | 1 | -8 | 1 | -0.5 | 1 | -3 | -3
CCCCNc1cnn(-c2ccccc2)c(=O)c1Cl | 12 | 2 | 2 | -1 | -1 | -4 | -0.2 | -1 | 8 | 4
NC(=O)CCN1CCCCC1 | 7 | 9 | 21 | 5 | 4 | -5 | 0.1 | 2 | -6 | -5
O=C(Cn1cnc2cc(Cl)ccc2c1=O)Nc1ccc2c(c1)OCO2 | 0 | 0 | 4 | 1 | 1 | 2 | 0.5 | -1 | -3 | -1
O=C(N=c1nc2ccccn2s1)c1ccccc1 | 10 | 7 | 3 | 2 | -2 | -3 | -0.1 | -1 | 2 | 3
Cn1c(=O)c(Sc2ccc(Cl)cc2)c(O)c2ccccc21 | 9 | -6 | 8 | 5 | 1 | 3 | 0.1 | 0 | 4 | -4
CS(=O)(=O)c1ccc(C(=O)NC2CCOC2=O)cc1 (centres undefined) | 3 | -4 | -3 | 5 | 2 | -1 | 0.7 | -2 | 8 | 0
CC(C)(C)c1ccc(/C=C2\Oc3cc(O)ccc3C2=O)cc1 | -4 | -3 | 8 | 3 | 1 | 0 | -50 | -3 | -10 | 1
Cc1ccccc1OCc1nc(-c2ccc(-n3cccc3)cc2)no1 | -4 | -2 | -2 | 0 | 5 | 2 | -0.7 | 1 | -4 | 5
CC(C)OC(=O)CN1CCN(C2c3ccccc3-c3ccccc32)CC1 | -6 | -6 | -14 | -1 | 7 | -5 | 0.2 | -1 | -2 | 5
COc1ccc(OC(=O)NCCc2ccccc2)cc1 | 4 | 5 | -25 | -5 | 5 | -6 | -0.7 | 5 | 1 | -1
Cc1cc(=O)oc2cc(OC(C)C(=O)NC3CCCC3)ccc12 (centres undefined) | -6 | -3 | 1 | 1 | -1 | -1 | -0.8 | -1 | -9 | -3
O=C1CCCC2=C1C(c1ccc(Cl)cc1)n1c(s/c(=C\c3ccc4ccncc4c3)c1=O)=N2 (centres undefined) | -5 | 1 | 4 | 2 | 0 | 1 | -0.6 | -1 | 1 | -5
SMILES | SIAE primary | DDE Tn6 FP inh | TDP2 inh | MBD2 DNA inh | LEDGF integ inh | PRMT1 inh | KLK7 zymogen act | UHRF1 MBD2 ctr | Tn7 DDE FP | TCR-CD3 inh
COc1cc(/C=C(\C(=O)O)c2ccc(S(=O)(=O)N3CCCC3)s2)cc(OC)c1 | 2 | 0 | 5 | 2 | -1 | 4 | 0.6 | 1 | -6 | -2
Cc1ccc(NC(=O)CC2SC3=NCCN3C2=O)cc1 (centres undefined) | 2 | 4 | 7 | -3 | 2 | 94* | -0.2 | -2 | -1 | 0
CC1(C)NC(=O)N(CCC(=O)Nc2cc(C(F)(F)F)ccc2Cl)C1=O | -5 | -8 | 3 | 0 | -3 | 5 | 0.3 | 3 | -5 | -3
COc1ccccc1CCNC(=O)CSc1nc(=O)[nH]c2c1CCC2 | -2 | 2 | 2 | 23* | -3 | 0 | -1.2 | 0 | 8 | 4
O=C(C1CC1)N1CCC(c2nc(-c3ccc(S(=O)(=O)N4CCCC4)cc3)no2)CC1 | 3 | -1 | 14 | 3 | 1 | -1 | -0.1 | 0 | 0 | -5
COc1ccc(C=O)c(OC)c1 | 5 | 3 | 4 | -6 | 5 | -2 | -0.2 | 2 | 0 | 9
COC(=O)C1=C(C(=O)OC)[C@@H]2Nc3ccccc3[C@@]23C[C@@H](C(=O)OC)N=C3N1 | 0 | -3 | -4 | 4 | 1 | -1 | -0.2 | 2 | 0 | -2
CCCn1nc2cc(C(=O)NCc3ccc(C)cc3)ccc2c1OCC | -1 | 6 | 10 | 1 | -1 | 1 | -22 | 0 | 6 | 0
